# Bioassay records from PubChem.
# ELG1 repair inh: blocks ELG1-dependent DNA repair in HEK293T cells; actives 2.3% (n = 330,000); Potency, µM (series often up to 46.1 µM), for the others: top-dose activity change, negative = inhibition, actives largely listed as inhibitors; HEK293T ELG1-luciferase reporter, luminescence, 16 h; DNA damage induced by 5-fluorouridine; note: potency is the fitted concentration of half-maximal effect; % is set by controls: 0 for no effect and ±100 for the full control effect; nearly all actives have a fitted effect of over 55% in size
#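 Luminescence from the luciferase reporter, measured 30 min after ONE-Glo reagent at room temperature, was the read-out. Beforehand, 2,000 cells per well were exposed for 16 hr at 37 °C to 5-fluorouridine together with compound or vehicle.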
# p53 reactivator: restores transcriptional activity of mutant p53; AID 504706; actives 0.063% (n = 320,000); H1299 p53-A138V BP100-luciferase reporter, luminescence, 24 h; Potency, µM (doses to about 92.2 µM), inactives show top-dose activity change, positive = activation, usual class: activators; note: potency is the fitted concentration of half-maximal effect; % of control where 0% means no effect; nearly all actives have a fitted effect of over 45% in size
#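 H1299 (p53-null), stable ts p53-A138V + BP100-Luc; 1000 cells/well, Opti-MEM/10% FBS; cpd 4 pt, 1:5; 24 h, 37 deg C, 5% CO2; detection reagent 10 min RT; luminescence.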
# Tb PFK inh: T. brucei PFK enzyme inhibition. O15648. T. brucei PFK, ADP-Glo luminescence. Potency, µM (series often up to 57.5 µM), for inactives: at the highest dose activity, negative = inhibition, actives largely listed as inhibitors. actives 0.17% (n = 330,000). AID 485367;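 note: potency is the fitted concentration of half-maximal effect; 0% = uninhibited 1x PFK enzyme wells and -100% = no-enzyme wells; nearly all actives have a fitted effect of over 60% in size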
# Target sequence (O15648 whole entry, looked up): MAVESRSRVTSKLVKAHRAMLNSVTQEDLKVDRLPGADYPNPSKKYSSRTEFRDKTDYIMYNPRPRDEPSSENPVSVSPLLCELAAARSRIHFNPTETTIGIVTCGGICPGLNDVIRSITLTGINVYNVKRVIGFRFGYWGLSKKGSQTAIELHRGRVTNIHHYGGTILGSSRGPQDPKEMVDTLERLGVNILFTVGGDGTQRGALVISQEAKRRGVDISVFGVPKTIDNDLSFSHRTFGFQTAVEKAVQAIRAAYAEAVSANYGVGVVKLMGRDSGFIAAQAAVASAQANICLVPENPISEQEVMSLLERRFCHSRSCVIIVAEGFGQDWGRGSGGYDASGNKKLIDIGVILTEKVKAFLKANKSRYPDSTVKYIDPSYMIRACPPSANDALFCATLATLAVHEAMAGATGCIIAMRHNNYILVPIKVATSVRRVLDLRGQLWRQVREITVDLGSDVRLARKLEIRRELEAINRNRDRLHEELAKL
#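 ADP-Glo luminescence quantified ADP after 45 min at room temperature, with 1.25 nM T. brucei PFK, 0.1 mM ATP and 0.5 mM fructose-6-phosphate in pH 8.0 TEA buffer. qHTS titrations up to 57 µM; curves classified by quality.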
# RORg inh: inhibitors of mouse ROR gamma transcriptional activity | actives 5.4% (n = 310,000) | P51450 | Potency, µM (highest dose often 53.6 µM), without a hit: at the highest dose activity change, negative = inhibition, usual class: inhibitors | Drosophila S2 Gal4-RORgamma UAS-luciferase reporter, 20 h; note: potency is the fitted concentration of half-maximal effect; % is set by controls: 0 for no effect and ±100 for the full control effect; nearly all actives have a fitted effect of over 60% in size
# Target sequence (P51450 whole entry, looked up, the tested form may be a part): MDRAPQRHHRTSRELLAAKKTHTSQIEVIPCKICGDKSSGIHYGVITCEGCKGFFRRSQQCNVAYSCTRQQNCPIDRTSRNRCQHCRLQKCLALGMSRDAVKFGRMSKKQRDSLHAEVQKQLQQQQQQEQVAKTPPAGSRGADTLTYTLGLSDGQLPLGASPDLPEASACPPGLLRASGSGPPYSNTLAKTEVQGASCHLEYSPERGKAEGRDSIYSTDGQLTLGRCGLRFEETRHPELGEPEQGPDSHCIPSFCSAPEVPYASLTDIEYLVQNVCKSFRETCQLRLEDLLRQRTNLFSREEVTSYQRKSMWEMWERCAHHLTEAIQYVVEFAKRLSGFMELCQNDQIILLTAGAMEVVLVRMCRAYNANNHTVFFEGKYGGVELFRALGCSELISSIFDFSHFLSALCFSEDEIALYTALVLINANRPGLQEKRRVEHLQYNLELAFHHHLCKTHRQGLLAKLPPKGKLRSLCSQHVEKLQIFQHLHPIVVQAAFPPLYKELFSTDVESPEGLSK
#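 Luciferase reporter read in Schneider cells carrying Gal4-RORγ (mouse) and UAS-Photinus luciferase; cells given compound 1 h before 700 uM copper sulfate induction, then incubated 20 h at ambient temperature.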
# NPC1 prom act: activators of NPC1 promoter. Potency, µM (series often up to 9.22 µM), inactives show at the top dose activation, hits mostly activators. Huh7 NPC1 promoter luciferase reporter, 24 h. AID 485313. actives 2.4% (n = 320,000);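 note: potency is the fitted concentration of half-maximal effect; % of control where 0% means no effect; nearly all actives have a fitted effect of over 60% in size; reporter is driven by a mutant NPC1 promoter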
#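 Compounds in DMSO were transferred onto Huh7 NPC1-luciferase reporter cells pre-incubated 2 h; after 24 h at 37 °C, Amplite reagent was dispensed and luminescence recorded 10 min later.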
# Rab9 prom act: Rab9 promoter activation; actives 2.8% (n = 320,000); Huh7 Rab9 promoter-luciferase reporter, luminescence, 24 h; Potency, µM (top dose mostly 9.22 µM), for the others: at the highest dose activation, negative = inhibition, actives largely listed as activators; note: potency is the fitted concentration of half-maximal effect; % of control where 0% means no effect; nearly all actives have a fitted effect of over 60% in size
#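 Stable Rab9-luc Huh7, 1500 cells/well, 2 h settle; cmpd in DMSO, 24 h, 37 °C/5% CO2; luciferase reagent 10 min RT; luminescence.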
# FLuc counter: inhibits or activates purified firefly luciferase, miR-21 counter-screen | actives 6.9% (n = 360,000) | Potency, µM (series often up to 57.5 µM), for inactives: top-dose activity change, negative = inhibition, actives largely listed as inhibitors | purified FLuc, Km substrates, luminescence inhibition;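 note: potency is the fitted concentration of half-maximal effect; plate controls were vehicle for no effect and reference inhibitor for full effect; nearly all actives have a fitted effect of over 55% in size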
#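 Biochemical qHTS of compounds, final roughly 60 µM downward over six points, against 10 nM purified firefly luciferase using Km concentrations of substrates (10 uM D-luciferin, 10 uM ATP) in Tris acetate pH 7.5 buffer; luminescence output.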
# BRCA1 expr act: increases BRCA1 expression; AID 624202; Potency, µM (series often up to 46.1 µM), inactives show at the top dose activation, usual class: activators; actives 1.1% (n = 380,000); MCF7-BRCA1-FFLuc reporter, luminescence, 48 h; response scale: scaled: vehicle 0%, 10 µM genistein 100%; note: potency is the fitted concentration of half-maximal effect; nearly all actives have a fitted effect of over 80% in size; some results filed as inactive show a strong effect at the top dose
#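 48 h compound treatment of MCF7-BRCA1-FFLuc cells (phenol-red free MEM, 37 °C), then 15 min with luciferase substrate and luminescence imaging.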
# VP16 counter: Gal4-VP16 reporter inhibition counter-screen. Drosophila S2 Gal4-VP16 UAS-luciferase, luminescence, 20 h. Potency, µM (highest dose often 53.6 µM), for the others: at the highest dose activity, negative = inhibition, actives largely listed as inhibitors. actives 3.5% (n = 310,000);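 note: Gal4-VP16 expression switched on by copper sulfate through the metallothionein promoter; potency is the fitted concentration of half-maximal effect; % is set by controls: 0 for no effect and ±100 for the full control effect; nearly all actives have a fitted effect of over 50% in size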
# ELG1 genotox: induces genotoxicity in HEK293T cells with luciferase-tagged ELG1; HEK293T ELG1-luciferase reporter, luminescence, 16 h; Potency, µM (highest dose often 46 µM), without a hit: at the top dose activity change, positive = activation, hits mostly activators; actives 1.3% (n = 330,000); AID 504466; note: potency is the fitted concentration of half-maximal effect; % of control where 0% means no effect; nearly all actives have a fitted effect of over 60% in size
#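 Genotoxic stress is detected as increased luminescence from luciferase-tagged ELG1 in HEK293T cells, measured with ONE-Glo after a 16 hr treatment at 37 °C.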
# TRPV1 ag: human TRPV1 agonism; Q8NER1; TRPV1-expressing cells, Fluo-8 calcium influx, agonist mode; activation, % at 8.33 µM; actives 0.19% (n = 320,000); in the data active = activation above about 80%; inconclusive = between about 30% and that limit; note: 0% is about no effect
#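 TRPV1-expressing cells were cultured overnight at 35.5C and loaded with Fluo-8 calcium dye for 40 to 90 min at room temperature. After a 10 s baseline, compound was added and calcium influx was read kinetically for 3 min (ex 480/em 520 nm).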
# Active calls of the source: *; ? = inconclusive; . = not tested or not shown; & = joins results of further samples; [ ] = dose if it differs, or a comment. Unless noted, calls come from the whole dose curve; as a rule, active = well fitted curve in the direction sought with a large enough effect; inconclusive = small, poorly fitted or top-dose-only effect, or another doubt; inactive = no such curve, though single readings can be large; an effect the other way counts as inactive or inconclusive.
# Under each structure: ELG1 repair inh	p53 reactivator	Tb PFK inh	RORg inh	NPC1 prom act	Rab9 prom act	FLuc counter	BRCA1 expr act	VP16 counter	ELG1 genotox	TRPV1 ag
CC(C)N(C(=O)Cc1ccccc1[N+](=O)[O-])C(C)C
 : -14%	-2%	4%	5%	-1%	2%	-2%	19%	-2%	-4%	2
CC(=O)Nc1cc(S(=O)(=O)Nc2ccccc2C)c(C)cc1C
 : 8%	1%	0%	-1%	-3%	-1%	2%	9%	-7%	-1%	0
Cn1c(=O)c2c(nc(SCCCC#N)n2Cc2c(F)cccc2Cl)n(C)c1=O
 : 16µM*	-6%	-14%	5%	-1%	-1%	4%	-8%	19%	7%	9
O=C(O)c1cccc(Nc2nc(-c3cccnc3)nc3ccccc23)c1
 : -8%	-6%	6%	-26%	0%	-3%	-17%	?	-5%	1%	-5
CC(C)(C)OC(=O)N1CCC(CNC(=O)c2ccc(F)cc2F)CC1
 : -3%	-2%	-3%	8%	1%	-3%	-2%	-30%	2%	-4%	?
COCCn1c(=S)[nH]c2cc(C(=O)N3CCN(c4ccc(F)cc4)CC3)ccc2c1=O
 : -5%	-15%	3%	?	3%	-6%	5%	-36%	?	-5%	3
Cc1cc(C)cc(NC(=O)c2cccn2-c2ncc(C(F)(F)F)cc2Cl)c1
 : 11%	4%	-2%	41%	0%	-5%	1%	-41%	7%	-6%	.
Cc1nc2ccccc2c(=O)n1-c1ccc(NS(=O)(=O)c2cc(F)ccc2F)cc1
 : 16%	-3%	7%	.	7%	-3%	4%	0%	.	-3%	-1
O=C(O)C1CCCCC1C(=O)NCCCc1ccccc1 (centres undefined)
 : 3%	8%	-4%	16%	0%	-1%	4%	3%	5%	1%	-2
CCN1C(=NCc2ccc(OC)cc2)N[C@@H](CCc2ccccc2)[C@H](C(=O)NCc2ccc(OC)cc2)[C@H]1C
 : -24%	.	-7%&0%	?	5%&-4%	-7%&0%	1%&0%	-31%	-8%&-3%	-11%	-1&2

# Random excerpt: 6 records from the list, in no set order.
# Under each structure: ELG1 repair inh	p53 reactivator	Tb PFK inh	RORg inh	NPC1 prom act	Rab9 prom act	FLuc counter	BRCA1 expr act	VP16 counter	ELG1 genotox	TRPV1 ag
Cc1nc2ccccc2c(=O)n1-c1ccc(NS(=O)(=O)c2cc(F)ccc2F)cc1
 : 16%	-3%	7%	.	7%	-3%	4%	0%	.	-3%	-1
CCN1C(=NCc2ccc(OC)cc2)N[C@@H](CCc2ccccc2)[C@H](C(=O)NCc2ccc(OC)cc2)[C@H]1C
 : -24%	.	-7%&0%	?	5%&-4%	-7%&0%	1%&0%	-31%	-8%&-3%	-11%	-1&2
Cc1cc(C)cc(NC(=O)c2cccn2-c2ncc(C(F)(F)F)cc2Cl)c1
 : 11%	4%	-2%	41%	0%	-5%	1%	-41%	7%	-6%	.
O=C(O)c1cccc(Nc2nc(-c3cccnc3)nc3ccccc23)c1
 : -8%	-6%	6%	-26%	0%	-3%	-17%	?	-5%	1%	-5
Cn1c(=O)c2c(nc(SCCCC#N)n2Cc2c(F)cccc2Cl)n(C)c1=O
 : 16µM*	-6%	-14%	5%	-1%	-1%	4%	-8%	19%	7%	9
O=C(O)C1CCCCC1C(=O)NCCCc1ccccc1 (centres undefined)
 : 3%	8%	-4%	16%	0%	-1%	4%	3%	5%	1%	-2

# Other structures follow.
# Under each structure: ELG1 repair inh	p53 reactivator	Tb PFK inh	RORg inh	NPC1 prom act	Rab9 prom act	FLuc counter	BRCA1 expr act	VP16 counter	ELG1 genotox	TRPV1 ag
O=C(/C=C/c1ccc(Cl)cc1)NCCCn1ccnc1
 : 20%	1%	8%	-5%	8%	8%	-10%	5%	9%	7%	-1
Cc1ccc(S(=O)(=O)NC2c3cccc4cccc(c34)C2Sc2nncn2C)cc1 (centres undefined)
 : -2%	-6%	1%	45%	-2%	-3%	6%	-20%	-3%	0%	9
COc1cc(OC)cc(-c2sc3ccc(OC)cc3c2C#CC2(N)CCCCC2)c1
 : -1%	1%	0%	.	.	.	.	-22%	.	-4%	.
Cc1cc(OC(C)C(=O)NCCCN2CCCC2=O)c2c(C)c(C)c(=O)oc2c1 (centres undefined)
 : ?	-10%	-3%	-29%	1%	-1%	3%	-19%	4%	3%[9.26 µM]	-8
CCc1ccc(NC(=O)CN(c2ccc3c(c2)OCO3)S(=O)(=O)c2c(C)noc2C)cc1
 : ?	2%	1%	10%	1%	-15%	-1%	-37%	-13%	-8%	.
COC(=O)C1(C)NC(c2ccc(C)cc2)C2C(=O)N(c3ccc(F)cc3)C(=O)C21 (centres undefined)
 : -20%	.	-2%	-8%	0%	9%	0%	9%	-1%	-1%	0
CCn1c(SC(C)C(=O)Nc2ccc(N3CCOCC3)cc2)nnc1-c1ccco1 (centres undefined)
 : 0%	1%	2%	.	1%	8%	-9%	12%	.	0%	5
O=S(=O)(Nc1ccccc1F)c1ccc(Cl)nc1
 : 11%	-5%	-1%	.	0%	11%	.	23%	.	0%	-2
COc1ccc(NC(=O)CN2CCN(CC(=O)Nc3ccc(F)cc3)CC2)cc1Cl
 : 2%	-4%	0%	10%	-6%	-2%[1.84 µM]	-1%	6%	3%	0%	-1
O=C(CN1CCC(NC(=O)Nc2ccccc2)CC1)Nc1ccc([N+](=O)[O-])cc1
 : ?	0%	0%	?	2%	-2%	3%	-11%	1%	-11%	0
Cc1cc(=O)[nH]c2c(C)cc(S(=O)(=O)N3CCCCC3)cc12
 : ?	12%	-5%	5.6µM*	-10%	-10%	0%	-19%	19%	16µM*	-1
CC(C)c1ccc(NC(=S)N(C)CCc2ccccn2)cc1
 : 16%	1%	10%	?	0%	15%	-18%	80%	?	10%	0
O=C1CN(C(=O)COC(=O)c2ccc(C(F)(F)F)cc2)c2ccccc2N1
 : -1%	-7%	-1%	.	.	.	.	-3%	.	1%	.
Cc1ccc(C(=O)N2CCN3C(=O)c4ccccc4C23c2ccccc2)cc1 (centres undefined)
 : 0%	-3%	1%	?	-3%	-3%	1%	12%	-4%	2%	7
O=C1CNC(=S)N1C(CO)c1ccccc1 (centres undefined)
 : 13%	-1%	3%	7%	-9%	4%	-1%	-11%	-5%	-7%	-5
Cc1n[nH]c(C)c1CN(C)C(=O)C1CCC(=O)N(CCc2cccc(F)c2)C1 (centres undefined)
 : 16%	-10%	-2%	-1%	-2%	-4%	2%	2%	3%	1%	8
O=c1cc2c(nn1Cc1ccccc1)-c1ccccc1CC2
 : -4%	-2%	-2%	-11%	2%	-4%	-14%	-6%	-5%	-2%	?
O=c1[nH]c(=O)n(Cc2ccco2)c2c1C(C(F)(F)F)(C(F)(F)F)N=C(c1ccco1)N2
 : ?	-18%	-1%	5%	-3%	4%	11%	-29%	-8%	15%	-2
CCOC(=O)C1=C(CS(=O)(=O)c2ccc(C)cc2)NC(=O)NC1c1cc(OC)c(O)c(OC)c1 (centres undefined)
 : -2%	-6%	1%	-17%	-3%	0%	5%	1%	-1%	1%	-1
Cc1ccc(-c2n[nH]c(=O)c3ccccc23)cc1S(=O)(=O)NC(C)(C)C
 : ?	14%	-2%	4%	-5%	-10%	4%	-24%	23%	?	-3
Cc1ccc(Oc2ccc(NS(=O)(=O)c3cccc(C(=O)O)c3)cc2)cc1
 : 0%	2%	-3%	.	.	.	.	0%	.	1%	.
C=CCN(C)CC/C=C1\c2ccccc2CSc2ccccc21
 : -9%	-7%	0%	-49%	-6%	2%	1%	-37%	-2%	-5%	2
CC(=O)Nc1ccc(N2CCN(Cc3ccccc3)CC2)cc1
 : -3%	0%	-1%	-4%	3%	-4%	6%	-3%	-12%	0%	-4
Cc1cc(NC(=O)Cn2cnc3c(cnn3C(C)(C)C)c2=O)no1
 : 18%	2%	-1%	6%	-3%	12%	-1%	1%	-7%	1%	-1
CC(C)(C)NC(=O)C(OC(=O)c1ccco1)c1ccc(Cl)cc1 (centres undefined)
 : -6%	-2%	0%	5%	0%	1%	0%	19%	1%	-5%	5
CCNC(=S)N(Cc1ccco1)Cc1cc2cc3c(cc2[nH]c1=O)OCCO3
 : ?	-3%	0%	?	8%	0%	-1%	-28%	4%	1%	-3
O=c1c2ccccc2c(C=Nc2ccc(S(=O)(=O)N3CCCCC3)cc2)c(O)n1-c1ccc(Cl)cn1
 : 24%	4%	-1%	7%	-1%	3%	1%	-17%	-8%	0%	2

# Outcome played no part in choosing rows. Share with any hit: about 15%.
